# D1 PAM = Potentiators of Human D1 Dopamine Receptor: qHTS; potentiation, % at 10 µM; D(1A) dopamine receptor (Homo sapiens), P21728; actives 0.036% (n = 360,000); HEK293 TREx D1 cells, calcium flux, dopamine EC20 potentiation; in the data active = potentiation above about 30%; also: 0% is about no effect
# Target sequence (P21728 whole entry, looked up): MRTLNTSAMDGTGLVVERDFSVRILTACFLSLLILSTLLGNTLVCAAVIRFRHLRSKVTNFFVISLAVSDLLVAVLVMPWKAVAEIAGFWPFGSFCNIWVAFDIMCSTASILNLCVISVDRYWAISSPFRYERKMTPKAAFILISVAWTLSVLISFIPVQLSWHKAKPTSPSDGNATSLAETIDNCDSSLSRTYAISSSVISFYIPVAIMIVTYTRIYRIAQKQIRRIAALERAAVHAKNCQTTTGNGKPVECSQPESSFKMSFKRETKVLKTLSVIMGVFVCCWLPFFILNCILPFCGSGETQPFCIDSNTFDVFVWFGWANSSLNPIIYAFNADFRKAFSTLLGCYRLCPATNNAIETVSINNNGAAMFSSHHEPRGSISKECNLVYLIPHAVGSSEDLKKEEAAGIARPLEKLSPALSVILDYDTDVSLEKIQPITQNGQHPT
# RXFP1 agonist = qHTS Assay for Agonists of the Relaxin Receptor RXFP1 | Potency, µM (highest dose often 57.5 µM), for inactives: at the top dose activation, most hits filed as activators | HEK293T-RXFP1 cAMP TR-FRET, 30 min; response scale: percent of porcine relaxin response, buffer zero | actives 0.3% (n = 370,000) | Relaxin receptor 1 (Homo sapiens), Q9HBX9; also: potency is read from the fitted curve at half-maximal effect; % is scaled to controls: 0 for no effect and ±100 for the full control effect; nearly all actives have a fitted effect of over 60% in size; many of its hits are not listed in these tables
#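 Agonist response is measured as cAMP accumulation in an RXFP1-transfected HEK293T line under PDE4 inhibition. Values are scaled between buffer-only and 29 nM porcine relaxin, and EC50s come from standard Hill equation fits.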
# GRP78 ERSR act = qHTS for Inducers of the Endoplasmic Reticulum Stress Response (ERSR) in Human Glioma: qHTS; U87-MG GRP78 promoter luciferase reporter, 16 h; Potency, µM, inactives show top-dose activation, hits mostly activators; actives 0.02% (n = 420,000); also: potency is read from the fitted curve at half-maximal effect; series mostly up to about 76 µM; % of control where 0% means no effect; nearly all actives have a fitted effect of over 35% in size
#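 Stably transfected U87-MG glioma cells carrying a GRP78-based luciferase sensor; 16 h compound incubation. Luminescence end-point read 10 min after Bright-Glo addition at room temperature.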
# Vif-APOBEC3F blk = qHTS for Inhibitors of Vif-A3F Interactions: qHTS. HeLa A3F-eYFP + Vif (tagged APOBEC3F with the HIV-1 protein that degrades it), YFP fluorescence increase. Potency, µM (titrated, usually from 46.1 µM), inactives show at the highest dose activity, negative = active. actives 0.2% (n = 390,000); also: potency is read from the fitted curve at half-maximal effect; % of control where 0% means no effect; nearly all actives have a fitted effect of over 65% in size
#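 Fluorescence increase (Ex 488/Em 500-530) after overnight compound treatment at 37 deg C flags inhibition of Vif-driven A3F-eYFP loss in stable HeLa A3F-eYFP/Vif cells seeded overnight beforehand.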
# D2 PAM = HTS Assay for Positive Allosteric Modulators of the Human D2 Dopamine Receptor: Primary Screen for Potentiators. HEK293 T-REx D2, calcium flux, EC20 dopamine potentiation. potentiation, % at 10 µM. actives 0.34% (n = 340,000). AID 485347, 2010;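 active = potentiation over 3 SD above the plate norm, cut at about 30% in these data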; also: 0% is about no effect
# Target sequence (P14416 whole entry, looked up): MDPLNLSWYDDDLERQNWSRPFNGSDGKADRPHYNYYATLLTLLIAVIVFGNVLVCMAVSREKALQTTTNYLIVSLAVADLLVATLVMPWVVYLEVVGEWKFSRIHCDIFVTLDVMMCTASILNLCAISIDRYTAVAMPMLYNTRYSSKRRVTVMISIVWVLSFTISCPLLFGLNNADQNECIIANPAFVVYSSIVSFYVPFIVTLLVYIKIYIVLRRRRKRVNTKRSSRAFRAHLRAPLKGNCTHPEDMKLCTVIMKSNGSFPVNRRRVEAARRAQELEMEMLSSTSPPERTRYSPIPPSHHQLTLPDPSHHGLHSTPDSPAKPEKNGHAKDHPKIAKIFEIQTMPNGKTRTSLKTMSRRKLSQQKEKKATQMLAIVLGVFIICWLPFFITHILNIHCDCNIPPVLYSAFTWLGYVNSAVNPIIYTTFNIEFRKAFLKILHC
#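 Cells plated with tetracycline inducer and held overnight at 30 C; calcium dye loaded 30–90 min at room temperature; baseline taken, compound added and read 180 s; EC20 dopamine then added and read 180 s.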
# D1 ag = Allosteric Agonists of the Human D1 Dopamine Receptor: qHTS; HEK293 T-REx D1 cells, calcium flux, agonist mode; actives 1% (n = 360,000); activation, % at 2 µM; AID 504660, 2011; in the data active = activation above about 30%; also: 0% is about no effect
#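 Inducible HEK293 T-REx D1 cells, force-coupled to calcium signalling, were plated at 4000 cells/well with tetracycline and held overnight at 30 C. After no-wash calcium dye loading, compound-evoked calcium rise over 180 s flagged agonists.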
# RXFP1 antag = qHTS Assay for Antagonists of the Relaxin Receptor RXFP1 | Relaxin receptor 1 (Homo sapiens), Q9HBX9 | actives 0.59% (n = 350,000) | HEK293-RXFP1, relaxin-stimulated cAMP HTRF, 30 min; hits give low values | activity change, negative = inhibition, % at 57.5 µM | AID 1259400, 2018;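 active = activity change of -60% or lower, but not beyond a set lower limit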; also: % is scaled to controls: 0 for no effect and ±100 for the full control effect
# Vif-APOBEC3G blk = qHTS for Inhibitors of Vif-A3G Interactions: qHTS | HeLa A3G-eYFP + Vif (tagged APOBEC3G with the HIV-1 protein that degrades it), YFP fluorescence, overnight | Potency, µM (top dose mostly 46.1 µM), without a hit: top-dose activity, negative = active, most hits filed as inhibitors | actives 0.076% (n = 410,000);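 also: potency is read from the fitted curve at half-maximal effect; % is scaled to controls: 0 for no effect and ±100 for the full control effect; nearly all actives have a fitted effect of over 60% in size; hits raise eYFP signal because A3G escapes Vif-driven loss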
#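 Read-out is eYFP fluorescence (Ex 488/Em 500-530) from Vif-expressing HeLa A3G-eYFP cells; more signal means A3G escaped Vif-mediated degradation. Cells plated overnight, compound pinned in, incubated overnight at 37 deg C.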
# D1 antag = Antagonist of Human D 1 Dopamine Receptor: qHTS. HEK293 TREx D1 cells, calcium flux, dopamine EC80; hits give low values. D(1A) dopamine receptor (Homo sapiens), P21728. AID 504652, 2011. activity change, negative = inhibition, % at 10 µM. actives 3.2% (n = 360,000); in the data active = activity change below about -30%; also: % is scaled to controls: 0 for no effect and ±100 for the full control effect
#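 Calcium flux readout: force-coupled, inducible Hek293 Trex D1 line, cells induced overnight at 30 C with tetracycline, dye-loaded 30–90 min at RT. Antagonism scored against EC80 dopamine challenge given 180 s after compound.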
# * hit, by the source's call; x = no result given; & = joins results of further samples. Unless noted, calls follow the shape of the dose curve; as a rule, active = well fitted curve in the direction sought with a large enough effect; inconclusive = small, poorly fitted or top-dose-only effect, or another doubt; inactive = no such curve, though single readings can be large; an effect the other way counts as inactive or inconclusive. This is a subset, so the mix of outcomes need not match the whole.
# Second line of a record – D1 PAM, RXFP1 agonist, GRP78 ERSR act, Vif-APOBEC3F blk, D2 PAM, D1 ag, RXFP1 antag, Vif-APOBEC3G blk, D1 antag
Cc1oc(-c2ccc(Cl)cc2)nc1CN1CCC(C(=O)NCCCN2CCN(c3cccc(Cl)c3)CC2)CC1
  -3, -0.7%, -2%, 3%, -17, 49*, -12, 7%, -45*
CCn1c(-c2csc(-c3ccccc3)n2)n[nH]c1=S
  -8, 8.3%, -4%, -11%, 14, 3, -12, -11%, -13
Cc1cc(C(=O)N2CCN(S(=O)(=O)c3ccccc3F)CC2)c(C)o1
  1, 0.5%, -4%, 13%, 47*, 2, -10, 1%, -6
O=C(CSc1ccccn1)N/N=C/c1ccccc1[N+](=O)[O-]
  -5, -1.1%, 2%, -10%, -2, 2, -1, -5%, 0
C=CCn1c(SCC(=O)Nc2cccc(S(N)(=O)=O)c2)nnc1C1CCCCC1
  4, 1.6%, -5%, 3%, 1, 1, -14, -18%, 12
CN(C)C(=O)c1ccc(NC(=O)COC(=O)Cn2cc(C(F)(F)F)ccc2=O)cc1
  11, -0.3%, -1%, -9%, 2, 6, -9, 1%, -6
O=C(COC(=O)c1ccco1)NC12CC3CC(CC(C3)C1)C2
  x, x, -5%, -10%, x, x, -8, 3%, x
Cc1ccc(S(=O)(=O)NC(=O)NN2CC3CCCC3C2)cc1 (configuration not stated)
  4, -3.1%, 3%&-1%&-3%, 16%, -7, 2, -17&15, 1%, -10
CN(C)C(=O)c1cccc(-c2csc(N3CCC(C(N)=O)CC3)n2)c1
  5, -0.1%, -1%, 5%, x, 9, x, 1%, 7
CCOC(=O)NN=C1CCC(c2ccccc2)CC1 (configuration not stated)
  -1, 1.6%, 0%, -6%, x, 7, -8, -9%, 3
COc1ccc(NC(=O)CC2C(=O)N(C)C(=S)N2Cc2ccncc2)cc1 (configuration not stated)
  -2, 0.5%, -4%, 6%, -3, -1, -14, 1%, 1
CC1CCN(c2c(NCc3ccc(C(=O)N4c5ccccc5CC4C)cc3)c(=O)c2=O)CC1 (configuration not stated)
  -7, 1.2%, -3%, 1%, -15, 4, x, -27%, -24
Cc1ccc(N2CC(C(=O)Nc3nnc(SCCN4CCOCC4)s3)CC2=O)cc1C (configuration not stated)
  5, -1.2%, -1%, 0%, 25, 1, -9, 2%, 7
Cc1ccc(/C=N/n2c(-c3ccco3)n[nH]c2=S)s1
  -6, 0.8%, 4%, -9%, 0, 4, -11, -1%, -7
CCC(C)NC(=O)c1cc2c(Cl)nc3ccc(C)cc3c2s1 (configuration not stated)
  -1, -0.9%, 0%, 2%, 6, 0, -21, 1%, -2

# Continued.
# Second line of a record – D1 PAM, RXFP1 agonist, GRP78 ERSR act, Vif-APOBEC3F blk, D2 PAM, D1 ag, RXFP1 antag, Vif-APOBEC3G blk, D1 antag
CC(=O)Nc1nonc1NC(=O)COc1ccccc1
  2, 0.0%, -2%, 7%, 10, 2, 2, 0%, -27
O=C(Nc1cccc(Cl)c1)c1cnccn1
  -5, -3.5%, 9%, 8%, -6, 1, 10, 0%, 6
COc1cccc(-c2nn(C)c3sc(C(=O)NCc4ccc(OC)cc4OC)cc23)c1
  -1, -0.1%, -2%, -7%, -3, 6, -10, -16%, -5
COc1ccc(NC(=O)c2nc(C)c(C3(C)CC(c4cccnc4)=NO3)s2)cc1 (configuration not stated)
  -3, -0.2%, 0%, -3%, 1, 6, x, -26%, 6
COc1cc(OC)cc(-c2cc3nc(C)c(CCC(=O)NCCc4cccc(C)c4)c(C)n3n2)c1
  3, -1.4%, -6%, -11%, 10, 7, x, -2%, -1
COC(=O)[C@H](C)NC(=O)COc1ccccc1
  3, -2.1%, -3%, 6%, 3, 1, -26, -1%, -2
CC(=O)NNc1ncnc2ccccc12
  -1, -0.4%, 3%, 2%, 0, 3, -9, 0%, 4
O=C(c1cc(-c2ccccc2Cl)nc2ccccc12)N1CCN(c2ccccn2)CC1
  x, x, 0%, 1%, x, x, -8, -11%, x
Cc1c(NC(=O)c2ccc(S(=O)(=O)N3CCOCC3)cc2)c(=O)n(-c2ccccc2)n1C
  -3, -0.2%, -5%, -14%, -1, 1, 11, -1%, -7
Cc1noc(NS(=O)(=O)c2ccc(NC(=O)CS(=O)(=O)c3ccccc3)cc2)c1C
  -3, 0.5%, -3%, 3%, 4, 3, -11, -3%, 3
O=C(CNC(=O)C1CCCCC1)OCC(=O)c1ccc(F)cc1
  -4, -0.7%, -4%&-2%, -2%, -11, 6, 1, 2%&0%, -6
CCC1=NN(C(=O)c2ccc(Br)cc2)C(O)(c2ccc(C)cc2)C1 (configuration not stated)
  -5, 1.5%, 3%, -3%, -4, 2, -18, -10%, 13
COn1c(-n2nc(C)cc2C)nc2ccccc2c1=O
  -4, 2.6%, 4%, -7%, 7, 1, 4, -3%, -10
O=C(COC(=O)/C=C/c1ccco1)NCc1ccco1
  -3, -1.1%, 1%, 1%, 19, 1, -3, 5%, -7
COc1cc(/C=C/C(=O)OCC(=O)N2CCCC2)cc(OC)c1OC
  -2, 0.0%, 2%, 4%, -8, 2, -1, 0%, -1

# Nothing new here: an excerpt of the list.
# Second line of a record – D1 PAM, RXFP1 agonist, GRP78 ERSR act, Vif-APOBEC3F blk, D2 PAM, D1 ag, RXFP1 antag, Vif-APOBEC3G blk, D1 antag
Cc1oc(-c2ccc(Cl)cc2)nc1CN1CCC(C(=O)NCCCN2CCN(c3cccc(Cl)c3)CC2)CC1
  -3, -0.7%, -2%, 3%, -17, 49*, -12, 7%, -45*
CCn1c(-c2csc(-c3ccccc3)n2)n[nH]c1=S
  -8, 8.3%, -4%, -11%, 14, 3, -12, -11%, -13
Cc1cc(C(=O)N2CCN(S(=O)(=O)c3ccccc3F)CC2)c(C)o1
  1, 0.5%, -4%, 13%, 47*, 2, -10, 1%, -6

# (next part)
# Second line of a record – D1 PAM, RXFP1 agonist, GRP78 ERSR act, Vif-APOBEC3F blk, D2 PAM, D1 ag, RXFP1 antag, Vif-APOBEC3G blk, D1 antag
COC(=O)c1ccc(CSc2nnc3ccc4ccccc4n23)cc1
  0, 14%, -4%, 4%, 12, -2, -10, 3%, 6
COc1ccc(C(=O)NCc2ccc(Cl)cc2)cc1S(=O)(=O)N1CCCC1
  -4, -2.8%, -1%, -12%, 17, 3, 12, 0%, -15
O=C(CSc1ccc2nnc(-c3cccc(F)c3)n2n1)NCC1CCCO1 (configuration not stated)
  2, 18%, -4%, 3%, -7, 2, -8, 1%, 15
COC(=O)c1sc(SC)c2c1CC(C)(C)C/C2=N/O
  -3, 3.0%, -4%, 0%, 4, 0, -11, -1%, -4
O=C1CN(C(=O)CN2CCN(S(=O)(=O)c3ccccc3)CC2)c2ccccc2N1
  x, x, 0%, -6%, x, x, 4, -1%, x
CCOc1ccc(Sc2cc(C(=O)NCc3ccccc3Cl)c3ccccc3n2)cc1
  -2, 3.1%, -5%, 1%, 5, 4, -19, 2%, -36*
CCOC(=O)N1CCc2c(sc(NCc3sccc3C)c2C(=O)Nc2cc(OC)ccc2OC)C1
  -2, 3.7%, 0%, 1%, -10, 1, -6, 6%, -17
COC(=O)c1ccc(NC(=O)c2ccc(OC(C)=O)c(OC)c2)cc1
  0, 0.8%, 1%, -1%, 5, -2, -4, -1%, x
OC(CNc1ccccc1)Cn1ccc2ccccc21 (configuration not stated)
  -4, 2.6%, -4%, 2%, -2, 3, 7, -1%, -6
CC(C)(C)NC(=O)CSc1ncnc2c1cnn2-c1ccccc1
  -4, 2.1%, 2%, 0%, -1, 14, 11, -2%, -16
C=CCn1c(=O)c2ccccc2n2c(SCc3nc4ccccc4s3)nnc12
  -3, -0.3%, -3%, x, 0, 2, 8, -6%, x
CC(C)(Oc1ccc(CCNC(=O)c2ccc(-c3ccccc3)o2)cc1)C(=O)O
  -8, 0.7%, -3%, -2%, 8, 3, x, 1%, -2
Cc1cc(F)ccc1NCc1cccnc1
  -9, 1.7%, -5%, x, -5, 2, 1, -2%, -4
COc1ccc2c(c1)nc(SCC(=O)c1ccc(Br)s1)n2C
  x, 19%, 0%, 1%, x, x, -6, -4%, x
O=C(Nc1ccc(Br)cc1)c1cc2nc(-c3ccccc3)cc(-c3ccccc3)n2n1
  2, 3.8%, -3%, 5%, -4, -1, -4, -1%, -10

# Continued.
# Second line of a record – D1 PAM, RXFP1 agonist, GRP78 ERSR act, Vif-APOBEC3F blk, D2 PAM, D1 ag, RXFP1 antag, Vif-APOBEC3G blk, D1 antag
Cc1ccc(S(=O)(=O)N2CCN(C(=O)CCC(=O)NC3CCCc4ccccc43)CC2)cc1 (configuration not stated)
  0, 2.0%, -4%, 5%, -2, 1, 14, -2%, 15
CC1Oc2ccccc2N(CC(=O)NCc2ccc3c(c2)OCO3)C1=O (configuration not stated)
  -1, 12%, 1%, -9%, -4, 1, -10, -1%, 18
COc1c(Cl)ccc(Cl)c1C(=O)NC(=O)Nc1nc(C)cc(C)n1
  -6, 3.1%, -4%, 6%, 12, 2, -15, -8%, -17
COc1cccc(C2(O)CCN(C(=O)C3CC3)CC2)c1
  -1, 2.8%, -5%, -6%, 15, 2, -13, 2%, 6

# Copied from the list:
# Under D2 PAM, CCOC(=O)N1CCc2c(sc(NCc3sccc3C)c2C(=O)Nc2cc(OC)ccc2OC)C1 has -10
# Under D1 ag, COC(=O)[C@H](C)NC(=O)COc1ccccc1 has 1

# Retrieved one by one from the list above:
# Second line of a record – D1 PAM, RXFP1 agonist, GRP78 ERSR act, Vif-APOBEC3F blk, D2 PAM, D1 ag, RXFP1 antag, Vif-APOBEC3G blk, D1 antag
CC1Oc2ccccc2N(CC(=O)NCc2ccc3c(c2)OCO3)C1=O (configuration not stated)
  -1, 12%, 1%, -9%, -4, 1, -10, -1%, 18
COc1c(Cl)ccc(Cl)c1C(=O)NC(=O)Nc1nc(C)cc(C)n1
  -6, 3.1%, -4%, 6%, 12, 2, -15, -8%, -17

# Compound activity: PubChem BioAssay, National Center for Advancing Translational Sciences (NCATS)
